HIF-2a inh: HIF-2a reporter inhibitors, primary screen, luminescence, 786-0 RCC cells | 786-0 RCC cells HIF-2a reporter, luciferase luminescence, overnight | inhibition, % at 18.8 µM | actives 0.72% (n = 360,000) | AID 624352, 2012;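 active means inhibition of the luminescence signal of 40% or more relative to plate controls, in a single-dose primary screen at 18.75 µM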
NR2E3 ag-1: NR2E3 agonists in two-hybrid cells, primary screen, cell-based, luminescence, CHO-S, Gal4-NCOR/VP16-NR2E3; Photoreceptor-specific nuclear receptor (Homo sapiens), Q9Y5X4; luciferase; inhibition of corepressor binding, % at 3.98 µM; actives 0.35% (n = 360,000); AID 602229, 2012;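 active means inhibition above the mean of all tested compounds plus 3 SD, cut at about 70% in these data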;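 further: 0% = DMSO with NR2E3 transfected cells and 100% = cells lacking NR2E3 construct; higher means lower luciferase signal from less NR2E3 corepressor binding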
Target sequence (Q9Y5X4 whole entry, looked up, the tested form may be a part): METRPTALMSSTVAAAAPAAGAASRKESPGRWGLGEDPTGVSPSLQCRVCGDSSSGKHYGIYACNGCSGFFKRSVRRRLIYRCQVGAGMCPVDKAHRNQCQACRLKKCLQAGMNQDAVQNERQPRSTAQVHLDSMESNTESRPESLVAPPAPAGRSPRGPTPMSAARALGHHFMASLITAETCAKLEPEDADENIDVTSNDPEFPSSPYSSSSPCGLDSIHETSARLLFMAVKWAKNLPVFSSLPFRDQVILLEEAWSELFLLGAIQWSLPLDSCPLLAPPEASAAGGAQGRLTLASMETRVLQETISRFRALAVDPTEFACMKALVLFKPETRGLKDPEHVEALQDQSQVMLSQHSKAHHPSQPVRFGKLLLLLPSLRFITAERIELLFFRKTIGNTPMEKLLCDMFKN
HTR2A ag: mouse Htr2a agonists via beta-arrestin recruitment, primary screen, cell-based, luminescence; CHO-K1 mHTR2A beta-arrestin complementation; percent of 30 µM serotonin response; activation, % at 7.6 µM; actives 0.66% (n = 360,000); AID 624169, 2012;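 active means activation above a run cutoff, the mean activation of all tested compounds plus 3 SD, cut at about 14% in these data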;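 further: 0% = plate median of compound wells and 100% = 30 µM serotonin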
NR2E3 ag-2: inhibitors of NR2E3-RetCOR corepressor binding, primary screen, NR2E3 agonist project, biochemical, TR-FRET, GST-NR2E3, biotin-RetCOR; 1536-well; actives 0.12% (n = 320,000); Photoreceptor-specific nuclear receptor (Homo sapiens), Q9Y5X4; AID 2300, 2010; inhibition of corepressor binding, % at 4.78 µM;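 active means percent inhibition above the cutoff of mean plus 3 SD of all tested compounds, set per screening campaign, cut at about 20% in these data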;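 further: 0% = DMSO wells and 100% = biotin wells as full block of FRET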
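Test system: GST-NR2E3 and biotin-RetCOR proteins | Quantity: 1.35 nM GST-tagged NR2E3 final | Medium: Tris pH 7.5 | Also added: 7 nM biotin-RetCOR | Dosing: Compound at 4.8 µM, single dose | Timing: 5 h at 4 °C | Detection: Time-resolved FRET | Read-out basis: Percent inhibition | Benchmarks: Biotin wells as high control, 0.6% DMSO wells as low control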
CaV13 FRET inh: Disruptors of the CACNA1D IQ motif to Ca2+-dependent inactivation inhibitor domain association, primary screening, Förster resonance energy transfer in intact living …; actives 0.098% (n = 340,000); AID 743397; HEK cells, CFP/YFP FRET ICDI-IQ, plate reader, 10 min; percent FRET-ratio fall versus neutral wells; inhibition, % at 12.3 µM;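 active means mean replicate inhibition of at least 30% and at least 1% of replicates passing that level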;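 further: 0% = median of the neutral control wells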
iPSC survival up: enhancers of single-cell hiPSC survival, primary screen, ATPlite luminescence; 100% = ROCK inhibitor wells, 0% = DMSO; actives 0.044% (n = 360,000); survival enhancement, % at 20 µM; in the data active means survival enhancement above about 18%;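 further: cells exposed to compounds for 16 hours before the ATP read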
Peg3 promoter: Peg3 promoter-driven luciferase inhibitors, primary screen, cell-based, HeLa, luciferase luminescence | HeLa PEG-Prom luciferase reporter, overnight | inhibition, % at 20 µM | actives 1.7% (n = 360,000) | AID 588405, 2011;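 active means inhibition of at least 50% at 20 µM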
MITF TRPM1 inh: inhibitors of MITF-dependent TRPM1 promoter reporter, primary screen, cell-based, SK-MEL-5, single point, luciferase | SK-MEL-5 TRPM1 promoter luciferase, 24 h | inhibition, % at 12.5 µM | actives 0.83% (n = 330,000) | AID 488899, 2010;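 active means mean inhibition across replicates of 60% or more, whatever share of single replicates reaches that level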; further: values of inactives mirror those of a sister screen read the other way
PDI inh: inhibitors of human PDI, primary screen, biochemical, turbidity, single point, plate reader. inhibition, % at 10 µM. Protein disulfide-isomerase (Homo sapiens), P07237. PDI insulin aggregation turbidity, A650, 90 min. AID 588391, 2011. actives 0.052% (n = 350,000);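 active means mean inhibition across replicates of 30% or more, whatever share of single replicates reach that level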;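 further: absorbance from insulin aggregation driven by PDI reduction with DTT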
Target sequence (P07237 whole entry, looked up): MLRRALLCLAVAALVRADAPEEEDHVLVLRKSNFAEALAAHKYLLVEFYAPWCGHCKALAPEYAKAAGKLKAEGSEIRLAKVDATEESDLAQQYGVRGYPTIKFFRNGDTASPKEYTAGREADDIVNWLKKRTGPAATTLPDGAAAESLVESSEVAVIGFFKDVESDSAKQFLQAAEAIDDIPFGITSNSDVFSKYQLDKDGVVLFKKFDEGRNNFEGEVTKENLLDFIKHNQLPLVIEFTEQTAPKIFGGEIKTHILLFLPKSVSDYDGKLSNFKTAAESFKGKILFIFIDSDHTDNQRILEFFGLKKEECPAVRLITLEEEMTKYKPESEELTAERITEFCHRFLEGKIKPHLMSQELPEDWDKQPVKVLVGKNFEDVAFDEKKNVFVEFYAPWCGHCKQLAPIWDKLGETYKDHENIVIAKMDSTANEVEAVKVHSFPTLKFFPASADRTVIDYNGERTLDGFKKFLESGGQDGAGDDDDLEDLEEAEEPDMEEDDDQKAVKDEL
Cardio protect: cardioprotection against H2O2-induced cell death, primary screen, uHTS, H9c2 cells, ATPLite luminescence; protection from H2O2 cell death, % at 20 µM; actives 0.63% (n = 360,000); H9c2 cardiomyocytes, H2O2 injury protection, 2 h;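 active means compounds giving at least 50% protection of heart cells from peroxide-induced death in the single-dose screen, raw or plate-pattern-corrected value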;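 further: 0% = DMSO wells with peroxide and 100% = DMSO wells without peroxide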
Shn3 inh set2: reduction of Shn3 3'UTR firefly luciferase signal, primary screen, Schnurri-3 inhibitor project, cell-based, Clone20 osteoblasts, set 2 | Clone20 osteoblast Shn3 3'UTR firefly luciferase, 24 h | inhibition, % at 12.5 µM | actives 0.52% (n = 360,000);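 active means mean inhibition of at least 75% with every replicate also reaching 75%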;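 further: 0% = median of neutral control wells and 100% = pilot-screen positive control compound; some compounds past the cut are filed as inactive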
* = called active by the depositor; . = no result given.

Values in the order – HIF-2a inh	NR2E3 ag-1	HTR2A ag	NR2E3 ag-2	CaV13 FRET inh	iPSC survival up	Peg3 promoter	MITF TRPM1 inh	PDI inh	Cardio protect	Shn3 inh set2
- O=C(C1CCCN1C(=O)c1cccs1)N1CCN(S(=O)(=O)c2ccc(F)cc2)CC1 (stereo not given)
 : 7	3	2	-2	-2	-0.3	-1	-1	-6	6	-32
- Cn1c(=O)c2c(nc3n2CC(CO)O3)n(C)c1=O (stereo not given)
 : 7	0	7	0	-20	0.1	-1	6	-1	5	-15
- Cc1nnc(NS(=O)(=O)c2ccc(F)cc2)s1
 : 9	-16	-6	.	-5	-0.5	2	1	12	5	-5
- CCOC(=O)C1=C(C)Nc2ccccc2N/C1=N\S(=O)(=O)c1cc(C(=O)O)ccc1Cl
 : 21	-9	4	1	-6	-1.1	5	-4	5	19	-16
- CC1CN(c2snnc2C=C2C(=O)OC(C)(C)OC2=O)CC(C)O1 (stereo not given)
 : 10	-44	-2	3	5	0.7	14	9	0	0	-15
- O=C1/C(=C/c2cccnc2)SC(=S)N1N1CCOCC1
 : 8	-13	5	2	-2	0.3	-4	16	-7	-1	-7
- O=C(Nc1ccc(Cl)cc1F)c1ccccc1Br
 : -242	-99	3	-3	-4	0.8	-313	-68	12	-8	-80
- Cc1cc(C)c(OCCN(C)C)c(Cl)c1
 : 14	-6	-8	3	-6	0.0	20	3	5	-4	12
- O=C(Nc1ccc(N2CCCC2)c(Cl)c1)c1cccs1
 : -262	-177	13	-1	1	-2.1	-289	-64	-8	-20	-87
- O=[N+]([O-])c1c(C(Cl)Cl)nn(-c2ccc(Cl)cc2)c1N1CCCCC1
 : 9	25	4	0	-3	-0.8	20	6	-7	-7	0
- O=C(Nc1cccc(Br)c1)c1ccc(Cl)c(S(=O)(=O)N2CCOCC2)c1
 : -106	-6	9	1	-10	5.0	8	20	-13	-16	31
- O=C(CSc1cccc[n+]1[O-])c1cc(Cl)ccc1Cl
 : -73	-16	-2	0	4	-0.1	-13	-4	0	9	-11
- COc1ccccc1C(=O)N1CCc2ccccc21
 : -1	-15	9	2	-3	4.0	5	11	1	9	-8
- COc1ccccc1/C=C/C(=O)NCCc1ccccn1
 : -158	-51	2	2	-3	-0.2	-256	-59	5	-4	-50
- COc1cccc(CNC(=O)c2nnn(CC(=O)Nc3c(C)cccc3C)c2N)c1
 : 4	-3	5	1	-16	-0.1	-1	16	-2	3	-5
- NS(=O)(=O)OCCCCCc1ccccc1
 : -109	-13	-7	0	-1	0.5	-12	.	-13	-4	9
- COc1ccccc1N(CC(=O)Nc1ccccc1C(=O)N1CCOCC1)S(C)(=O)=O
 : 3	-15	9	-2	-3	-0.6	0	-4	6	6	1
- Cc1ccc2cn[nH]c2c1NC(=S)NC(=O)c1ccccc1
 : 14	4	1	1	-5	0.7	18	-14	15	-5	7
- Cc1ccc(-c2cc(C(=O)Nc3c(C)n(C)n(-c4ccccc4)c3=O)c3ccccc3n2)cc1
 : -13	-12	0	.	-5	-2.0	41	3	-7	30	13
- C/C(CCC1CC(C)OC1=O)=N\NC(N)=O (stereo not given)
 : 13	11	2	1	-1	-0.7	18	.	1	5	-5
- COc1ccc(CCNC(=O)CN(c2cc([N+](=O)[O-])ccc2OC)S(C)(=O)=O)cc1OC
 : 16	-24	2	-1	-7	-1.5	11	-7	-3	-1	5
- CC1CN(S(=O)(=O)c2ccc(NC(=O)CCCN3C(=O)c4ccccc4C3=O)cc2)CC(C)O1 (stereo not given)
 : 2	-18	-4	0	-7	-0.6	18	3	2	-2	-2
- CC(C)(C)c1ccc2c(c1)OC(C(=O)N/N=C\c1ccccn1)CO2 (stereo not given)
 : 9	10	-2	-2	-6	1.6	-2	13	1	46	14
- O=C(O)c1cccc(Nc2ncnc3sccc23)c1
 : 16	-28	5	-3	-4	-1.6	-31	8	9	3	-17
- CC(C)(C)n1nnnc1C(c1cc2ccccc2o1)N1CCN(C(=O)OCc2ccccc2)CC1 (stereo not given)
 : 1	-6	-6	.	-5	-1.1	.	.	.	.	.
- Cc1cccc(N(CC(=O)NCCSCc2ccco2)S(=O)(=O)c2ccccc2)c1
 : 28	2	-5	3	-5	-3.7	8	3	0	10	-7
- COCC(=O)Nc1ccc(N(C)C)cc1
 : -52	-12	4	-5	-4	1.4	-25	-17	-3	-2	-7
- COc1ccc([C@H]2C[C@@H](n3cc(COC(=O)c4ccccc4)nn3)[C@H](O)CN2C(=O)c2cccs2)cc1
 : -10	-22	5	.	-10	-0.9	13	.	-7	-3	-18
- N/C(=N\OC(=O)CCCc1ccccc1)c1ccc(Br)cc1
 : -79	8	6	0	-7	0.4	-16	1	5	-2	-21
- COc1ccc(C)cc1NC(=O)c1sc2ncnc(N3CCN(c4ccccn4)CC3)c2c1C
 : -20	-10	5	1	-7	0.5	11	-8	-11	38	23
- COc1ccc(/C(C)=N/N2CCCCC2)c(O)c1
 : -113	-8	9	-2	-4	-0.5	-57	-79	3	-3	-31
- O=C(Cc1noc2ccccc12)NNC(=S)Nc1ccc(Cl)cc1
 : 4	-36	-6	3	-6	-0.1	7	-1	-2	-4	-89
- O=c1ccncn1C1OC(CO)C(O)C1O (stereo not given)
 : 5	-18	5	.	-10	4.5	5	-25	26	-4	-12
- COc1ccc(C)cc1NS(=O)(=O)c1ccc(Cl)nc1
 : 10	8	1	-3	-4	0.2	13	0	-3	5	-3
- CSc1c(C#N)c(N)nc2sc(C(=O)c3ccccc3)c(N)c12
 : 0	10	-2	-1	-76	0.1	-3	-6	-8	5	-32
- COc1cccc(-c2cc3c(=O)n(-c4ccccc4)c(=S)[nH]c3s2)c1
 : 26	-2	5	6	-1	-1.5	6	-10	-6	10	-58
- N#Cc1c(NC(=O)CSc2ccccn2)oc(-c2ccccc2)c1-c1ccccc1
 : 10	-44	2	1	-7	-0.6	27	-6	0	0	-1
- C=CCCO[C@@H]1O[C@@H](C)[C@H](O)C[C@H]1O
 : -1	-7	1	0	-4	-0.1	0	0	1	-2	10
- CCCOc1ccc(N2C(=O)CC(N3CCN(c4ccccc4F)CC3)C2=O)cc1 (stereo not given)
 : 11	-5	0	3	-10	4.3	0	2	-4	-6	10
- Cc1ccc(S(=O)(=O)C2(C(=O)Nc3cccnc3)CC2)cc1
 : 8	13	-5	2	-6	0.5	-1	-7	7	-2	-23
- CN(C(=O)/C=C/c1cnc2ccccc2c1)C1CCCCC1
 : -70	-141	-3	4	-4	-2.1	-146	-5	3	-12	-38
- Cc1ccc(S(=O)(=O)NCCC(=O)NNC(=O)c2ccccc2Cl)cc1C
 : -24	-38	3	.	-4	-0.4	6	-1	3	-4	5
- CC(C)N(C(=O)CSc1nnc(CNc2ccc(F)cc2)o1)C(C)C
 : 6	16	-1	-5	-5	-2.0	13	4	6	4	-7
- COc1ccccc1CC(=O)O/N=C(\N)c1ccccn1
 : -87	-35	0	5	-5	0.7	-73	-35	-7	-1	-74
- Cn1c(=O)c2c(nc(Br)n2CC(=O)C23CC4CC(CC(C4)C2)C3)n(C)c1=O
 : 24	-4	2	1	.	1.7	49	12	11	25	20
- COc1cccc(-c2nnc(SCC(=O)Nc3ccc4c(c3)OCCO4)n2Cc2ccco2)c1
 : 21	-8	1	-2	.	-0.4	3	5	6	11	6
- Cc1cccc(C(=O)NNC(=O)Nc2ccccc2)c1
 : 15	-9	-1	4	-11	-1.8	6	18	1	-2	-15
- CCc1nnc(NC(=O)CN2CCN(Cc3ccccc3Cl)CC2)s1
 : 21	7	1	-3	-4	-0.4	26	-6	-2	3	-5
- CC(C)(C)CC(C)(C)NC1=CC(=O)OC12CCCCC2
 : 8	-36	5	1	.	2.2	2	-7	-2	5	-3
- O=C(NCCS(=O)(=O)NCCCc1ccccc1)c1ccccc1
 : 12	9	-5	-1	-14	-0.5	8	0	-5	0	-15
- COc1cc(CNC2CCCC2)cc(Br)c1OCC(=O)Nc1ccccc1C
 : 9	4	2	-1	2	-0.3	0	2	-3	2	-7
- COc1ccccc1N1CCN(CCCN2C(=O)C3CCCN3C2=O)CC1 (stereo not given)
 : 17	9	-8	.	-5	0.5	14	7	-3	-3	11
- COc1ccc(OC)c(-n2cnnn2)c1
 : -5	1	7	3	-5	9.1	-2	3	-8	5	0

2 entries from above, as labelled records.
Cn1c(=O)c2c(nc(Br)n2CC(=O)C23CC4CC(CC(C4)C2)C3)n(C)c1=O
  HIF-2a inh = 24
  NR2E3 ag-1 = -4
  HTR2A ag = 2
  NR2E3 ag-2 = 1
  CaV13 FRET inh = .
  iPSC survival up = 1.7
  Peg3 promoter = 49
  MITF TRPM1 inh = 12
  PDI inh = 11
  Cardio protect = 25
  Shn3 inh set2 = 20

CCc1nnc(NC(=O)CN2CCN(Cc3ccccc3Cl)CC2)s1
  HIF-2a inh = 21
  NR2E3 ag-1 = 7
  HTR2A ag = 1
  NR2E3 ag-2 = -3
  CaV13 FRET inh = -4
  iPSC survival up = -0.4
  Peg3 promoter = 26
  MITF TRPM1 inh = -6
  PDI inh = -2
  Cardio protect = 3
  Shn3 inh set2 = -5
